# Bioassay records from PubChem BioAssay.
# ANO1 block: TMEM16A chloride channel inhibitors, primary screen, cell-based, HTS; Anoctamin-1 (Mus musculus), Q8BHY3; HEK293 TMEM16A/YFP iodide influx fluorescence, ionomycin; normalized B-score (activity score, 25-100; higher = stronger inhibition) at 10 µM; hit rate 1.2% among 310,000;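 active = ratio plate-corrected score three or more library SD toward inhibition, starting fluorescence score within five deviations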;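 note: score derived from kinetic fluorescence span divided by baseline fluorescence per well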
# KCNK9 inh: KCNK9 potassium channel inhibitors, primary screen, HEK293 cells, thallium flux | FluxOR thallium flux fluorescence; active compounds read low | B-score at 10 µM | hit rate 1.2% among 310,000;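 active = ratio B-score over 3 SD below the library mean, with starting fluorescence within 5 SD of its mean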;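 note: negative B-score means less thallium flux so channel inhibition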
# Target sequence (Q9NPC2 whole entry, looked up): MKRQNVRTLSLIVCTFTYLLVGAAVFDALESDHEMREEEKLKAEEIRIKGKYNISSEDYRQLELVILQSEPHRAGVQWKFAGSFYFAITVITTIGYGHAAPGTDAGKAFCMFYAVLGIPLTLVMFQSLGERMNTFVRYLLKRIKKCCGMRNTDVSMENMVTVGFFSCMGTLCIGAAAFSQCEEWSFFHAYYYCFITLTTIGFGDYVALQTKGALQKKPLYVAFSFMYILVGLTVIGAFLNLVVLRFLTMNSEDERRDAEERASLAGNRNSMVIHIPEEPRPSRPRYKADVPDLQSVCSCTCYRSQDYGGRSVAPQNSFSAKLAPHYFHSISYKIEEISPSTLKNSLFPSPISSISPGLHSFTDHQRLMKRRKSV
# MrgX1 ag: agonists of human MrgX1 receptor, primary screen, HEK293 cells, Fluo-4 calcium flux. Mas-related G-protein coupled receptor member X1 (Homo sapiens), Q96LB2. Fluo-4 calcium fluorescence, agonist mode; active compounds read high. B-score at 10 µM. hit rate 0.44% among 310,000. AID 588627, 2011;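 active = calcium response B-score plate-corrected fluorescence ratio at least 3 library SD, with starting fluorescence B-score inside 5 SD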
# Target sequence (Q96LB2 whole entry, looked up): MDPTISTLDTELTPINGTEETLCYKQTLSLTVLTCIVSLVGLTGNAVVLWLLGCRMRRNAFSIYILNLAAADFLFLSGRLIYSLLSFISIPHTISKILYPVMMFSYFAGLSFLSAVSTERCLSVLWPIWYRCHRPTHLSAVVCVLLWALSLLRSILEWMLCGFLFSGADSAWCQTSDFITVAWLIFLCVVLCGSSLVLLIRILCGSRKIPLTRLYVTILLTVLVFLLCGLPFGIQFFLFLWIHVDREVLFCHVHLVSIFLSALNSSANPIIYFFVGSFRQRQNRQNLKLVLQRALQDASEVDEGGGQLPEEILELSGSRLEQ
#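 System: HEK293 cells stably expressing human MrgX1 receptor; Dosing: test compound in the initial addition of three; Schedule: overnight plating, then 30 min 37 °C plus 30 min room-temperature dye loading; Detection: kinetic calcium dye fluorescence, Fluo-4 NW; Controls: per-plate positive and negative controls for Z′ factor.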
# hERG rescue: hERG rescue from dofetilide block, primary screen, cell-based, CHO-hERG, FluxOR thallium flux, dofetilide IC70; dofetilide IC70 present; activation (rescue from dofetilide block), less the hit threshold, % at 10 µM; hit rate 0.51% among 310,000; AID 1511, 2009;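 active = activation above the mean of controls blocked by dofetilide plus 5 SD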;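 note: thallium influx through hERG after potassium depolarization seen as dye fluorescence rise; in these data hits start at about 4.7%; inactives centre near -7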
# KCNQ1 pot: potentiators or activators of KCNQ1 channel, primary screen, cell-based, thallium flux, high-throughput; B-score at 10 µM; hit rate 0.35% among 310,000; AID 2648, 2010; Potassium voltage-gated channel subfamily KQT member 1 (Homo sapiens), P51787; CHO-K1 KCNQ1, thallium flux FluxOR fluorescence; active compounds read high;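 active = fluorescence ratio B-score, a plate-corrected score, at least three library SD, with initial intensity B-score within 5 SD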
#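 Schedule – 37 °C overnight plating, 90-min dark dye load, 20-min compound pretreatment · System – stable KCNQ1 CHO-K1 line · Probe or stimulus – thallium- and potassium-containing depolarizing buffer · Measured by – kinetic FluxOR fluorescence, 10 s baseline plus 110 s post-stimulus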
# RGS4 block: RGS4 inhibitors, primary screen, cell-based, HEK293 M3R inducible RGS4, calcium flux. Regulator of G-protein signaling 4 (Homo sapiens), P49798. Fluo-4 calcium flux; active compounds read high; triggered by carbachol at its EC20. B-score at 10 µM. hit rate 0.45% among 310,000. AID 463165, 2010;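 active = B-score, a plate-corrected calcium signal, over three deviations above library mean, with baseline fluorescence within five deviations of library mean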;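 note: RGS4 expression induced by doxycycline in cells with stable M3 receptor; B-score is computed from the integrated fluorescence ratio over baseline after carbachol; higher B-score means a larger calcium signal and so more RGS4 inhibition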
# TMEM16A act: TMEM16A chloride channel activators or potentiators, primary screen, cell-based, HTS; HEK293 TMEM16A/YFP-H148Q/I152L, iodide quench fluorescence; active compounds read low; B-score at 10 µM; hit rate 0.3% among 340,000; AID 623877, 2012;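 active = fluorescence-ratio B-score plate-corrected deviation score at least 3 library SD below zero, with starting fluorescence score within 5 deviations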;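 note: channel opened by trigger with iodide after compound preincubation; score built on the fluorescence ratio of max minus min over baseline; more negative score means more quench and so TMEM16A activation or potentiation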
# KCNQ1 block: inhibitors of human KCNQ1 channel, primary screen, cell-based, thallium flux, high-throughput; Potassium voltage-gated channel subfamily KQT member 1 (Homo sapiens), P51787; AID 2642, 2010; CHO-K1 KCNQ1, FluxOR thallium flux fluorescence; active compounds read high; hit rate 1.3% among 310,000; B-score at 10 µM;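 active = compounds whose thallium flux B-score, printed positive for inhibition, exceeds three library SD while starting fluorescence stays within three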;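 note: channel opened by potassium depolarization with thallium stimulus after 20 min compound exposure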
# MrgX1 PAM: positive allosteric modulators of MrgX1, primary screen, HEK293 cells, Fluo-4 calcium flux; Mas-related G-protein coupled receptor member X1 (Homo sapiens), Q96LB2; AID 588675, 2011; B-score at 10 µM; FDSS; active compounds read high; hit rate 0.63% among 310,000;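 active = plate-corrected calcium response at least 3 library SD above typical, normal starting fluorescence, not activating the receptor alone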;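 note: compound read alongside a low EC10 to EC30 dose of BAM8-22 agonist; peak minus trough fluorescence over baseline measured at the second addition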
# KCNK3 inh: human KCNK3 channel inhibitors, primary screen, CHO cells, FluxOR thallium flux, B-score; B-score at 10 µM; hit rate 0.84% among 340,000; AID 602410, 2012; Potassium channel subfamily K member 3 (Homo sapiens), O14649; FluxOR fluorescence; active compounds read low;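 active = B-score under library mean minus 4 SD, starting fluorescence ratio at most library mean plus 5 SD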;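 note: more negative B-score means stronger inhibition of thallium flux through KCNK3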
# Target sequence (O14649 whole entry, looked up): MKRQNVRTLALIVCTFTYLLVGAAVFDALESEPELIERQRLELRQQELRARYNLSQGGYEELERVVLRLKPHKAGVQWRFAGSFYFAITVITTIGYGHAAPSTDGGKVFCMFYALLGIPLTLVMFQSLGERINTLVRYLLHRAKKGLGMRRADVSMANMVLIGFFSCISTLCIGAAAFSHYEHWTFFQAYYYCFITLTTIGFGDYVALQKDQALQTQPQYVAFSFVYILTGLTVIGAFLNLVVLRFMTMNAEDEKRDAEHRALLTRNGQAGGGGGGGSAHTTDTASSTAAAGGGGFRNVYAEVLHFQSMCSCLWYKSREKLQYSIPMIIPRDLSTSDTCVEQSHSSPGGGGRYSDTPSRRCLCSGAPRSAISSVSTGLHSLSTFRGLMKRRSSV
# RGS4 act: RGS4 potentiators or activators, primary screen, cell-based, HEK293 M3R inducible RGS4, calcium flux; B-score at 10 µM; carbachol calcium flux Fluo4; active compounds read low; hit rate 0.92% among 310,000;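 active = B-score of the integrated calcium signal more than 4 SD below the library mean, with starting fluorescence not abnormally high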;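 note: negative B-score means reduced calcium response which marks RGS4 activation or potentiation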
#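 Test system: HEK293 cells with stable M3R and inducible RGS4; also added: carbachol at ECmax as muscarinic agonist stimulus; schedule: dye loading 30 min 37 °C, buffer rest 30 min RT; technique: kinetic calcium fluorescence imaging with Fluo4-AM dye, 2 µM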
# Starred values were filed as active, the others as inactive; i = inactive; x = not tested or not shown.
SMILES,ANO1 block,KCNK9 inh,MrgX1 ag,hERG rescue,KCNQ1 pot,RGS4 block,TMEM16A act,KCNQ1 block,MrgX1 PAM,KCNK3 inh,RGS4 act
COC(=O)CNC(c1ccccc1)c1cc(C)ccc1NC(=O)CNC(=O)OCc1ccccc1 (stereo not drawn),i,i,i,-11.4,i,i,i,i,i,i,i
COc1cccc(-c2nc(CS(=O)(=O)CC(=O)Nc3ccccc3Br)c(C)o2)c1,i,i,i,-6.7,i,i,i,i,i,i,i
Clc1nc2ccccc2cc1-c1nnn(-c2ccccc2Br)n1,i,i,i,-3.0,i,i,i,i,i,i,i
CCN(CC)CCCCN1c2ccccc2Sc2ccccc21,i,i,i,-13.9,i,i,i,i,i,i,-7.24*
CC(Sc1nnnn1-c1ccccc1)C(=O)Nc1ccccc1-c1ccccc1 (stereo not drawn),i,i,i,-9.7,i,i,i,i,i,i,i
CCCCn1c(N)c(N(CC(C)C)C(=O)CC2CCCCC2)c(=O)[nH]c1=O,i,i,i,-18.1,i,i,i,i,i,i,i
O=[N+]([O-])c1ccccc1S(=O)(=O)N1CCN(CC2CC3C=CC2C3)CC1 (stereo not drawn),i,i,i,-8.1,i,i,i,i,i,i,i
O=C(N/N=C/c1ccc(-c2cccc(C(F)(F)F)c2)o1)c1ccccc1O,i,i,i,-5.3,i,i,i,i,i,i,i
N#CCCn1cc(/C=N/NC(=O)c2ccncc2)c(-c2ccc(F)cc2)n1,i,i,i,-1.1,i,i,i,i,i,i,i
Cc1ccc(SCC(=O)Nc2ccc(N3CCN(C)CC3)c(F)c2)cc1,i,i,i,-6.6,i,i,i,i,i,i,i
O=C(O)c1ccc(NC(=S)NC(NC(=O)c2ccco2)C(Cl)(Cl)Cl)cc1 (stereo not drawn),i,i,i,-10.5,i,i,i,i,i,i,i
O=C(Nc1cc(Cl)ccn1)C1(c2ccccc2)CC1(Cl)Cl (stereo not drawn),i,i,i,-2.0,i,i,i,i,i,i,i
O=C(NCCc1ccccc1)C1=COCCO1,i,i,i,-11.1,i,i,i,i,i,i,i
S=c1[nH]ccn1-c1ccc(Cl)cc1,i,i,i,-10.3,i,i,i,i,i,i,i
NS(=O)(=O)c1ccc(N/N=C/c2ccncc2)cc1,i,i,i,-4.9,i,i,i,i,i,i,i
O=C(NCc1cccnc1)c1ccc2c(c1)OCO2,i,i,i,-12.9,i,i,i,i,i,i,i
Cc1nn(-c2ccccc2)c(C)c1NC(=O)COC(=O)c1ccc(NC(=O)CC#N)cc1,i,i,i,-18.8,i,i,i,i,i,i,i
CN(C)CCCNC(CC(=O)Nc1cccc([N+](=O)[O-])c1)C(=O)O (stereo not drawn),i,i,i,-8.5,i,i,i,i,i,i,i
O=C(CNC(=O)c1cccs1)NCC(=O)OCC(=O)c1ccc([N+](=O)[O-])cc1,i,i,i,-2.7,i,i,i,i,i,i,i
COc1ccc(CNC(=O)CN(C(=O)c2csnn2)c2cccc3c2CCCC3)cc1,i,i,i,-8.4,i,i,i,i,i,i,i
CC(C)CNC(=O)C1CCN(CC2CCCCC2)CC1,i,i,i,-4.6,i,i,i,i,i,i,i
COc1ccc(NC(=O)c2ccc(-c3ccccc3C(F)(F)F)o2)cc1,i,i,i,-4.2,i,i,i,i,i,i,i
O=C(COc1cccc(C(F)(F)F)c1)Nc1ccccc1N1CCCCC1,i,-7.84*,i,-14.9,i,i,i,i,i,i,i
CN(Cc1cn[nH]c1-c1ccc2c(c1)OCO2)C1CCOCC1,i,i,i,-10.5,i,i,i,i,i,i,i
COc1ccccc1-n1ccnc(SCC(=O)NCc2ccccc2)c1=O,i,i,i,-4.3,i,i,i,i,i,i,i
SMILES,ANO1 block,KCNK9 inh,MrgX1 ag,hERG rescue,KCNQ1 pot,RGS4 block,TMEM16A act,KCNQ1 block,MrgX1 PAM,KCNK3 inh,RGS4 act
CN(C)CCc1cc2c(c3c1ccc1ccccc13)OCO2,i,i,i,-5.7,i,i,i,i,i,i,i
CCc1ccccc1NS(=O)(=O)c1ccc2[nH]cc(C(=O)NCC3CCCO3)c(=O)c2c1 (stereo not drawn),i,i,i,-2.9,i,i,i,i,i,i,i
NC(=O)c1ccc(CN2CCc3ccccc3C2)cc1,i,i,i,1.4,i,i,i,i,i,i,i
CCOC(=O)c1[nH]c2cc(OC)c(OC)cc2c1NC(=O)CN1CCN(c2ccc(OC)cc2)C(C)C1 (stereo not drawn),i,i,i,-23.1,i,i,x,i,i,x,i
O=[N+]([O-])c1ccc(S(=O)(=O)Nc2ccc(-c3csc(-c4ccccc4)n3)cc2)cc1,i,i,i,-2.7,i,i,x,i,i,x,i
Cc1nc(Nc2cccc(O)c2)c2c3c(sc2n1)CCC3,i,i,i,-12.1,i,i,i,i,i,i,i
Cc1ccc(NC(=O)/C=N/OCC(=O)NCc2ccccc2Cl)cc1,i,i,i,-8.9,i,i,i,i,i,i,i
CCCSc1nnc(CSc2ncccn2)n1C,i,i,i,-7.3,i,i,i,i,i,i,i
COc1ccc(N2CC(C(=O)NCCCN3CCOCC3)CC2=O)cc1 (stereo not drawn),i,i,i,-8.9,i,i,i,i,i,i,i
COc1ccc(Br)cc1CNC(=O)C1CCN(S(=O)(=O)N2CCC(C)CC2)CC1,i,i,i,-11.8,i,i,i,i,i,i,i
O=S1(=O)CCOC[C@H](Cc2ccccc2)N1Cc1ccccc1,i,i,i,-4.0,i,i,i,i,i,i,i
Cc1ccc(NC(=O)c2sccc2C)nc1,i,i,i,-9.4,i,i,i,i,i,i,i
O=C(Nc1cccc(-c2nnc(-c3ccco3)o2)c1)C(c1ccccc1)c1ccccc1,i,-19.8*,i,-15.1,i,i,i,10*,i,-12.8*,i
Cc1cccc(C)c1NC(=S)N(CCN1CCCCCC1)Cc1ccco1,i,i,i,-13.4,i,i,i,i,i,i,i
Cn1nc(C(=O)NCCc2ccc(Cl)cc2)c2c1-c1ccccc1S(=O)(=O)C2,i,i,i,-7.3,i,i,i,i,i,i,i
CC(C)N1CCN(CC#Cc2ccccc2)CC1CCO (stereo not drawn),i,i,i,-11.1,i,i,i,i,i,i,i
CN(C)c1nc(=S)nc(NCc2ccccc2)[nH]1,i,i,i,-6.4,i,i,i,i,i,i,i
CNC(=O)c1[nH]cnc1C(=O)NCC(=O)OC(C)(C)C,i,i,i,-5.0,i,i,i,i,i,i,i
COc1cc(-c2nc(-c3ccccc3)c(-c3cc([N+](=O)[O-])ccc3C)[nH]2)cc(OC)c1OC,i,-13.5*,i,-6.7,i,i,i,9*,i,-11.5*,i
CCN(CC)c1ccc(/C=N/N2CCN(Cc3ccc(C)cc3)CC2)c(O)c1,i,i,i,-4.6,i,i,i,i,i,i,i
CC(=O)NCCCOc1ccc([N+](=O)[O-])cc1Cl,i,i,i,-7.3,i,i,i,i,i,i,i
CCOC(=O)c1sc2nc(SCC#N)n(CC3CCCO3)c(=O)c2c1C (stereo not drawn),i,i,i,-10.1,i,i,i,i,i,i,i
O=C(NCCN1CCOCC1)c1cc(-c2cccs2)on1,i,i,i,-6.4,i,i,i,i,i,i,i
COC(=O)c1cccc(NC(=O)Nc2ccccc2OC)c1,i,i,i,-2.7,i,i,i,i,i,i,i
COC(=O)CSc1ccsc1C(=O)O,i,i,i,-7.3,i,i,i,i,i,i,i
SMILES,ANO1 block,KCNK9 inh,MrgX1 ag,hERG rescue,KCNQ1 pot,RGS4 block,TMEM16A act,KCNQ1 block,MrgX1 PAM,KCNK3 inh,RGS4 act
O=C(O)CC12CC3CC(C1)CC(n1ncc(NCc4ccc5c(c4)OCO5)c(Cl)c1=O)(C3)C2,i,i,i,-4.4,i,i,x,i,i,x,i
O=C(NCCC1=CCCCC1)C1CCCN(S(=O)(=O)c2cnc[nH]2)C1 (stereo not drawn),i,i,i,-1.1,i,i,i,i,i,i,i
O=C(Cn1cnc2c(nnn2Cc2ccc(Cl)cc2)c1=O)N1CCN(c2ccccc2)CC1,i,x,i,x,x,x,i,x,i,i,x
CCC(C)Oc1ccccc1C1CC(=O)NC2=C1C(=O)CCC2 (stereo not drawn),i,i,i,-7.0,i,i,i,i,i,i,i
Cc1cc(C)n2nc(SCC(=O)Nc3ccccc3)nc2n1,i,i,i,-7.5,i,i,i,i,i,i,i
O=c1cc(-c2ccccc2)nc2nc[nH]n12,i,i,i,-8.0,i,i,i,i,i,i,i
CCc1nnc(NC(=O)c2cc(OC)c(OC)cc2[N+](=O)[O-])s1,i,i,i,-17.6,i,i,i,i,i,i,i
Cc1c(NS(=O)(=O)c2cccc([N+](=O)[O-])c2)c(=O)n(-c2ccccc2)n1C,i,i,i,-10.1,i,i,i,i,i,i,i
N=c1c2c(ncn1CCCO)Oc1cc(O)ccc1C2c1ccccc1 (stereo not drawn),i,i,i,-6.0,i,i,i,i,i,i,i
COc1ccccc1CNC(=O)c1cc(-c2ccccc2)n(Cc2cc(C)no2)n1,i,x,i,x,x,x,i,x,i,i,x
CCOC(=O)C1CCCN(CC(=O)Nc2c(C(=O)OC)[nH]c3ccc(C)cc23)C1 (stereo not drawn),i,i,i,-5.6,i,i,i,i,i,i,i
O=C(CCN1CCCC1)c1cccs1,i,i,i,-7.8,i,i,i,i,i,i,i
COc1ccc(CNc2ccc(C)cc2)cc1Br,i,i,i,-19.0,i,i,i,i,i,i,i
COC(=O)C(Cc1ccc(OC(=O)c2ccc(C(F)(F)F)cc2)cc1)N1Cc2ccccc2C1=O (stereo not drawn),100*,i,i,-10.1,i,i,i,6*,i,i,i
Cc1cc(Cl)cc2c1NC(=O)[C@]21[C@@H]2C(=O)N(Cc3ccccc3)C(=O)[C@@H]2[C@@H]2CCCN21,25*,i,i,-16.6,i,i,i,i,i,i,i
